NCI-60 one-dose screen, 48 h, at 10 µM unless noted. Numbers give growth in % (100 = growth as untreated, 0 = no growth, -100 = all killed).
786-0: 786-0 renal cancer cells; hit rate 5.1% among 81,000
RXF 393: RXF 393 renal cancer cells; hit rate 6.9% among 77,000
ACHN: ACHN renal cancer; hit rate 4.9% among 81,000
CAKI-1: CAKI-1 renal cancer | hit rate 4.7% among 75,000
UO-31: UO-31 renal cancer; hit rate 5.2% among 81,000
TK-10: TK-10 renal cancer cells. AID 1794769. hit rate 3.9% among 81,000
SN12C: SN12C renal cancer cells | hit rate 3.8% among 81,000
A498: A498 renal cancer cells; hit rate 5.4% among 76,000; AID 1794774
Numbers without * were called inactive; / = not tested or not shown; & = joins results of further samples. Rule for the calls: active = growth percent below 10; inactive = the rest.

SMILES	786-0	RXF 393	ACHN	CAKI-1	UO-31	TK-10	SN12C	A498
O=C(CSc1ccc(-c2ccc(Br)cc2)nn1)Nc1ccccc1	103	/	100	103	83	99	99	98
COc1ccc(/C=N/C2=C(C#N)C(c3ccc([N+](=O)[O-])cc3)c3c(ccc4ccccc34)O2)cc1 (configuration not stated)	94	91	79	46	50	144	88	92
S=C(Nc1ccccc1)Nc1ccc(NC(=S)Nc2ccccc2)cc1	/	119	108	95	92	104	107	86
CCOC(=O)C1C(C)NC(C)C(C(=O)OCC)C1C (configuration not stated)	96	119	102	93	115	88	110	/
COc1ccc(/C=C(\C#N)C(=O)c2ccccc2)cc1	103	/	100	100	94	/	98	93
CCN(CC)C(=O)Oc1ccc2c(C)cc(=O)oc2c1	107	110	99	89	88	119	99	93
CC1=NN(c2nc(-c3ccc(Cl)cc3)c(C#N)c(N3CCOCC3)n2)C(=O)C1	49	43	74	70	72	117	88	58
COc1ccc(C(=O)/C=C/c2ccc(/C=C/c3ccc(Cl)cc3)cc2)cc1	94	116	95	94	102	/	97	78
O=C(CSc1nnc(-c2ccc(Cl)cc2)n1-c1ccccc1)Nc1ccccc1Cl	42	74	22	75	34	85	29	104
O=[N+]([O-])c1ccc(O)c(Cc2cc([N+](=O)[O-])ccc2O)c1	96&102	113&111	106&98	96	98&91	107	101&103	101
O=C(O)C(c1ccccc1)C1(O)CCCCCC1 (configuration not stated)	110	116	109	102	91	100	101	103
Cn1c(=O)c2c(nc(Nc3ccccc3)n2CC(=O)Nc2ccc(F)cc2)n(C)c1=O	90	106	111	96	92	98	91	103
N#Cc1c(-c2cccc(Cl)c2Cl)cc(-c2c[nH]c3ccccc23)[nH]c1=O	17	37	59	53	43	108	54	128
COc1cnc2c(c1)C(=O)c1c-2n(CCCNCCO)c(=O)c2cc(OC)c(OC)cc12	-12*	/	3.4*	12	34	101	18	101
Cc1cc(N2CCOCC2)nc(-n2ccnc2)n1	88	93	98	/	81	86	98	76
COc1ccc(/C=C/C(=O)c2ccc(OC)c(S(N)(=O)=O)c2)cc1	54	95	91	86	74	77	55	90
COc1cc(C2=CC(c3ccc(C)cc3Br)N3C=CSC3=N2)cc(OC)c1OC (configuration not stated)	102	108	115	101	109	90	106	89
CCOC(=O)c1cc(C(=O)c2ccc(OC)cc2)n2ccc(/C=C/c3ccn4c(C(=O)c5ccc(OC)cc5)cc(C(=O)OCC)c4c3)cc12	/	112	96	90	74	123	96	96
Nc1cc(N)nc(SCC(=O)O)n1	99	115	109	/	94	98	103	89
CCCS(=O)(=O)Oc1ccc(NC(=O)C2CCCCC2)cc1	98	101	107	95	90	93	101	110
CC(=O)N1N=C(c2ccc(Nc3nc(NCCO)nc(NCCO)n3)cc2)CC1c1ccc(C(F)(F)F)cc1 (configuration not stated)	98	87	101	/	79	95	96	104
O=C1CC(c2ccc3c(c2)OCO3)c2c(n[nH]c2-c2ccc(Cl)cc2)N1 (configuration not stated)	96	/	99	78	76	87	90	/
c1nc(SC2=NCCN2)c2[nH]cnc2n1	23	60	54	/	41	23	79	93
Cc1nnc(Nc2nc(O)c(C3=c4cc(Cl)ccc4=NC3=O)s2)s1	103	108	101	/	76	125	100	103
CCN(CC)c1ccc(C2NNC(=S)N2)c(O)c1 (configuration not stated)	92	74	79	64	45	94	87	80

Two compounds from above, showing only CAKI-1:
canonical_smiles | CAKI-1
O=C(O)C(c1ccccc1)C1(O)CCCCCC1 (configuration not stated) | 102
Cn1c(=O)c2c(nc(Nc3ccccc3)n2CC(=O)Nc2ccc(F)cc2)n(C)c1=O | 96

Another view of some results above:
Cn1c(=O)c2c(nc(Nc3ccccc3)n2CC(=O)Nc2ccc(F)cc2)n(C)c1=O
  786-0 = 90	RXF 393 = 106	ACHN = 111	CAKI-1 = 96	UO-31 = 92	TK-10 = 98	SN12C = 91	A498 = 103
N#Cc1c(-c2cccc(Cl)c2Cl)cc(-c2c[nH]c3ccccc23)[nH]c1=O
  786-0 = 17	RXF 393 = 37	ACHN = 59	CAKI-1 = 53	UO-31 = 43	TK-10 = 108	SN12C = 54	A498 = 128
COc1cnc2c(c1)C(=O)c1c-2n(CCCNCCO)c(=O)c2cc(OC)c(OC)cc12
  786-0 = -12*	RXF 393 = /	ACHN = 3.4*	CAKI-1 = 12	UO-31 = 34	TK-10 = 101	SN12C = 18	A498 = 101

Next section:
SMILES	786-0	RXF 393	ACHN	CAKI-1	UO-31	TK-10	SN12C	A498
CN1C(=O)S/C(=C2/SC(=S)N(C)C2=O)C1=O	/	104	103	95	81	95	92	80
CCN(CC)CCC(=O)c1cccc([N+](=O)[O-])c1	106	115	111	97	82	109	117	107
COc1ccc(-c2cc(-c3ccc(OC)c(OC)c3)nc(SCCCCCC(=O)NO)n2)cc1	94	42	81	54	69	45	77	67
COc1ccc(/C=c2\nc3n(-c4ccccc4)c4nc(N)nc(=N)n4n-3c2=O)cc1	102	115	96	82	71	135	97	95
C=CCc1ccc(OCC(=O)Nc2ccc3oc(=O)ccc3c2)c(OC)c1	104	101	99	86	86	101	95	102
CN(C)C(=O)SC1=C(c2c(Cl)cccc2Cl)C(=O)c2ccccc21	72	-28*	-43*	-29*	-34*	-44*	82	115
Cc1nc(-c2cccs2)ccc1NC(=O)Nc1ccc2c(c1)OCO2	103	113	/	/	92	86	105	102
CCCCCCCC(=O)OC	97	125	116	106	97	100	104	82
COc1ccc(NC(=O)CSc2ccc(-c3ccc(OC)cc3)nn2)cc1	80	/	86	92	92	102	96	132
Cc1cc(-c2ccco2)c(C#N)c(=O)n1CC#N	101	110	98	85	88	97	96	117
Cc1nn(C)c2ncnc(Nc3ccccc3Br)c12	98	104	106	102	97	97	99	71
CCC(=O)N1CCCC1=O	103	109	102	99	97	98	96	/
O=C(O)C(c1ccccc1)N1C(=O)CSC1=S (configuration not stated)	102	108	102	89	94	96	97	84
Cn1cc(-c2nc(-c3c[nH]c4c(Cl)nccc34)cs2)c2ccccc21	87	90	107	87	95	81	94	78
COc1ccc2cc(-c3ccnc4cc(-c5ccccc5)nn34)ccc2c1	105	106	102	92	83	107	91	85
N#CC(C#N)=NNc1cccc2c1C(=O)c1ccccc1C2=O	96	108	89	92	84	104	99	/
CCc1ccc(-c2c(-c3cc(OC)c(OC)c(OC)c3)nc3sc(CC)nn23)cc1	97	92	101	91	79	111	92	85
Cc1cc2c(-c3nc4ccc(Cl)cn4c3N)c(O)c(O)cc2c(O)c1-c1c(C)cc2c(-c3nc4ccc(Cl)cn4c3N)c(O)c(O)cc2c1O	89	82	62	/	68	68	78	91
CCCCCCCCOc1ccc(/C=N/Nc2cc(C)nc3ccc(Cl)cc23)cc1OCCCCCCCC	107	108	107	86	87	115	102	/
COc1ccccc1/C=C/C(=O)CCC(=O)O	97	127	101	99	85	110	100	130
CC1CCN(C)CC1	99	98	106	103	99	91	102	107
COc1cc(CNC2CCCCC2)ccc1O	104	118	115	99	81	99	104	103
C=CCn1c(SCC(=O)Nc2ccc(C(=O)/C=C/c3ccc(OC)cc3)cc2)nnc1-c1cc(-c2ccc(S(N)(=O)=O)cc2)nc2ccccc12	97	96	95	63	81	101	87	97
CN1CCC(C(=O)C(=O)O)C1=O (configuration not stated)	97	103	106	97	95	101	102	98
CC(=S)N=Cc1c(O)cc(C)oc1=O	109	120	102	98	90	109	113	96

Continuation.
SMILES	786-0	RXF 393	ACHN	CAKI-1	UO-31	TK-10	SN12C	A498
COc1cc(CNC(=O)C[C@H](C)CCC=C(C)C)ccc1OCc1cn(-c2ccc(Br)cc2)nn1	69	62	56	29	63	109	72	105
COc1ccc(/C=C2\N=C(Nc3ccccc3)N(NC(=O)CCl)C2=O)cc1	99	104	100	98	81	152	105	107
FC(F)(F)c1ccc(-c2cnc(CNCCCC(F)(F)C(F)(F)C(F)(F)C(F)(F)C(F)(F)C(F)(F)C(F)(F)C(F)(F)F)nc2NC2CCCCCC2)cc1	92	89	67	98	77	98	78	104
NC(N)=N/N=C(\C=C\c1ccccc1)C(=O)O	103	106	111	/	89	108	115	/
CN(/N=N/c1nc[nH]c1C(N)=O)C(C)(C)C	89	91	86	26	40	/	94	102
CC(COc1ccccc1)OC(=O)Nc1ccccc1 (configuration not stated)	104	114	94	77	91	131	109	87
CC1=C(C)C(=O)C(N2CCC(c3ccccc3)CC2)=CC1=O	86	87	84	69	64	113	73	124
Cc1c(C(=O)c2ccc3c(c2)OCO3)ccc2c1OCO2	95	92	99	76	62	87	94	99
CC1(C)CC(=O)C2=C(C1)N(Cc1ccc(C(=O)O)cc1)C1=C(C(=O)CC(C)(C)C1)C2c1ccc(Br)cc1	94	112	106	84	83	97	107	107
CN1CCN(Cc2cc(=O)oc3ccc4ccccc4c23)CC1	95	113	86	101	84	/	87	71
O=c1c2ccccc2n(CC(O)CN2CCCC2)c2ccccc12 (configuration not stated)	103	/	102	110	93	121	105	107
Cc1ccc(NC2CC(=O)N(c3c(C)cc(C)cc3C)C2=O)c(C)c1 (configuration not stated)	105	124	101	96	81	106	97	105
O=c1[nH]c2ccccc2c(O)c1CCCC1CCCCC1	93	98	111	107	87	92	88	99
S=P(N1CC1)(N1CC1)N1CC1	84&100	86&120	60&104	47&92	84&72	111&115	73&98	69&122
CC(C)(CC(=O)O)CC(=O)O	102	/	104	98	94	97	97	94
COc1ccc(Cn2c(NCCCN(C)C)nc(=O)n(Cc3ccc(F)cc3)c2=O)cc1	89	84	105	83	64	110	95	96
COC(=O)c1ccc(N)c2c(N)ccc(C(=O)OC)c12	105&100	104&114	107&103	89&91	83	106&113	99&103	108&108
CC(=O)Nc1ccc2c(=O)cc[nH]c2n1	109	/	105	97	93	/	98	94
COc1ccccc1/C=N\NC(=O)c1ccncc1	107	112	107	103	91	117	97	/
O=C(NCc1ccccc1)C1CN(c2ccc(Cl)cc2)N(c2ccc(Cl)cc2)C1=O (configuration not stated)	99	81	95	75	56	96	91	73
O=c1/c(=C\c2ccc(-c3ccccc3)o2)sc2nc(-c3ccco3)nn12	100	102	104	91	92	95	96	109
O=c1[nH]c2cc(Cl)c(Cl)cc2o1	97	135	104	/	100	113	95	93
COC(=O)[C@@H]1CCCN1C(=O)C1=C(C)NC(=S)NC1c1cc(OC)c(OC)c(OC)c1 (some centres not stated)	100	124	100	66	127	107	110	100
CCOP(=O)(OCC)C(NC(=O)CNC(=O)c1ccccc1C(=O)O)C(=O)N1CCCCC1 (configuration not stated)	102	116	100	94	80	103	96	72
Clc1nc(OCc2cn(Cc3ccccc3)nn2)nc(N2CCOCC2)n1	103	105	106	96	68	107	97	/

Pulled one by one from the entries so far, four records:
SMILES	786-0	RXF 393	ACHN	CAKI-1	UO-31	TK-10	SN12C	A498
CC(=O)Nc1ccc2c(=O)cc[nH]c2n1	109	/	105	97	93	/	98	94
CCOP(=O)(OCC)C(NC(=O)CNC(=O)c1ccccc1C(=O)O)C(=O)N1CCCCC1 (configuration not stated)	102	116	100	94	80	103	96	72
O=c1[nH]c2ccccc2c(O)c1CCCC1CCCCC1	93	98	111	107	87	92	88	99
O=c1/c(=C\c2ccc(-c3ccccc3)o2)sc2nc(-c3ccco3)nn12	100	102	104	91	92	95	96	109

Following part
SMILES	786-0	RXF 393	ACHN	CAKI-1	UO-31	TK-10	SN12C	A498
Cc1cccc(NC(=O)Nc2ccc(Oc3ccc(=O)[nH]n3)cc2)c1	82	100	110	/	84	93	88	85
Nc1nc(=O)[nH]c2ccc(Sc3ccc(F)cc3)cc12	97	113	108	87	88	95	106	141
CC1(C)CCC(=NNC(N)=S)CC1	113	115	100	96	84	76	105	/
COc1cc2oc(-c3cccc(NC(=O)c4cc(NC(=O)[C@H](C)NC(=O)OC(C)(C)C)ccc4Br)c3)cc(=O)c2c(OC)c1OC	76	77	69	60	53	108	66	91
OC1COCOC1C(O)C1OCOCC1O (configuration not stated)	111	107	101	93	84	101	97	101
CCN(CC)CCCC(C)Nc1nccc2cccc(Cl)c12 (configuration not stated)	94	104	95	79	42	105	90	72
COC(=O)C1CSCC1=O (configuration not stated)	102	103	108	/	92	/	93	116
COc1ccc(-c2cs/c(=N\N=C\c3ccc(Cl)cc3)n2-c2ccccc2)cc1	102	115	101	90	76	107	102	91
OCC1OC(n2ccc3c(SCc4ccccc4)ncnc32)C(O)C1O (configuration not stated)	96&105	103&102	88&95	92&82	81&89	97&97	68&71	91&78
CCCc1ccccc1-c1cc(-c2ccccc2)on1	91	90	90	100	72	120	89	89
CC(=O)Oc1c(Br)cc(Br)cc1-c1ccccc1	104	113	106	87	83	103	103	110
Cn1/c(=N/N=C(N)N)ccc2ccccc21	106	/	102	107	91	110	111	114
O=S(=O)(NCCCNc1nccc(-c2c(-c3cccc(O)c3)nc3occn23)n1)c1ccc(Br)cc1	106	83	85	76	91	135	80	/
CS(=O)(=O)NCCSc1nc(-c2ccc(F)cc2)c(C#N)c(=O)[nH]1	106	113	104	91	83	92	101	109
Cn1c(/N=C/c2ccc([N+](=O)[O-])cc2)c(N)c(=O)n(C)c1=O	98	110	108	88	96	113	91	92
Cc1c(C(N)=O)sc2c1c(=O)n(Cc1ccccc1)c1nnc(SCC(=O)NCc3ccccc3)n21	87	112	74	63	69	65	79	78
O=C(N/N=C/c1ccc(Cl)cc1Cl)c1ccccc1	88	100	97	82	86	86	89	92
NNC(=O)c1ccccc1[N+](=O)[O-]	103	113	102	99	90	97	108	104
CC(Nc1ccccc1)c1cccs1 (configuration not stated)	103	123	106	116	74	98	94	98

As entered above:
Under 786-0, `COc1ccc(-c2cs/c(=N\N=C\c3ccc(Cl)cc3)n2-c2ccccc2)cc1` shows 102
Under A498, `COC(=O)C1CSCC1=O` (configuration not stated) shows 116
Under 786-0, `CCN(CC)CCCC(C)Nc1nccc2cccc(Cl)c12` (configuration not stated) shows 94

Compound activity (PubChem)

Hits appear at their usual frequency (roughly 10% active in at least one column).
